High-throughput results (PubChem)
KLF5 inhibitor – kruppel-like factor 5 inhibition; DLD-1 KLF5 promoter-luciferase reporter, luminescence; inhibition, % at 5 µM; AID 1700; 0.23% of 290,000 active;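 active = inhibition above a per-plate limit of that plate's mean compound inhibition plus 3 SD, cut at about 60% in these data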;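 note: 0% = DMSO wells and 100% = LY294002 at 200 µM; higher means less KLF5 promoter-driven luciferase light; inactives centre near -14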
MrgX1 antagonist – human MrgX1 receptor antagonism, primary screen. Q96LB2. MRGX1-HEK293 calcium flux, Fluo-4, BAM8-22 antagonism; active compounds read low. B-score at 10 µM. 1.3% of 310,000 active;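 active = calcium-response B-score plate-corrected more than 3 library SD below zero, starting fluorescence within 5 deviations, no agonist response on first addition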;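 note: peak minus trough fluorescence over baseline after final BAM8-22 challenge near maximal dose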
Target sequence (Q96LB2 whole entry, looked up): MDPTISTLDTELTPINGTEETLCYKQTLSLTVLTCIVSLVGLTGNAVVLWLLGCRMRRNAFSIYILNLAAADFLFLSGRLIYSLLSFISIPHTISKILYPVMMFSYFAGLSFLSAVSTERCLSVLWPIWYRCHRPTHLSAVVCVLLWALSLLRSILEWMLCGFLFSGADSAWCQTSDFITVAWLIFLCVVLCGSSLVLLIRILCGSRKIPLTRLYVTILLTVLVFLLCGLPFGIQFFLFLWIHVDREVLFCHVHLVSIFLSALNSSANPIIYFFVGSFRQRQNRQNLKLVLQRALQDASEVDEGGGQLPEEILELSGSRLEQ
TRPC6 inhibitor – blocks the mouse TRPC6 cation channel | Q61143 | HEK293-TRPC6, membrane potential dye, ACh-evoked depolarization; active compounds read low | B-score at 10 µM | 1.1% of 310,000 active | AID 2553;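 active = B-score under library mean minus 3 SD, initial fluorescence not abnormally high, positive integrated signal ratio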;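 note: B-score derived from integrated fluorescence ratio over the kinetic read; more negative B-score means stronger inhibition of depolarization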
TRPC4 PAM – allosterically enhances the mouse TRPC4 cation channel | 0.42% of 310,000 active | HEK293 TRPC4beta/mu-opioid, DAMGO EC20, Fluo-4 Ca2+ flux; active compounds read high | B-score at 10 µM | Q9QUQ5;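 active = B-score of calcium response area above 5 SD of library B-scores, with initial fluorescence ratio within 5 SD of library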;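 note: B-score of integrated fluorescence ratio over time as area under calcium response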
IEC-6 cytotox – kills IEC-6 intestinal cells in KLF5 counter-screen | IEC-6 cytotoxicity, luminescence viability | inhibition, % at 5 µM | 0.78% of 290,000 active | AID 1825; in the data active = inhibition above about 22%;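 note: 0% = plate median of test compound wells and 100% = cytotoxic reference compound wells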
SKKanGAS inh – inhibitors of SKKanGAS S. pyogenes growth in kanamycin (SK-promoter or general growth effect) | BacTiter-Glo, 6 h | inhibition, % at 7.5 µM | 1.3% of 300,000 active | AID 1662;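 active = mean replicate score, as percent of positive control median, at least 50; inconclusive = mean below 50 but one replicate at or above 50; inactive = mean and every replicate below 50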;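 note: strain carries kanamycin resistance gene driven by streptokinase promoter and grows in 40 µg/ml kanamycin; loss of luminescence reflects streptokinase promoter inhibition or plain growth inhibition; 0% = median of DMSO wells and 100% = positive control at its reference dose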
TRPC4 act – activators of mouse TRPC4 channel; Q9QUQ5; HEK293 TRPC4beta/mu-opioid, Fluo4 calcium fluorescence; active compounds read high; B-score at 10 µM; 0.49% of 310,000 active; AID 2237;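 active = B-score above 5 SD of library B-scores, and initial fluorescence ratio not above library mean plus 5 SD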;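 note: positive B-score marks a calcium rise read as TRPC4 activation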
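Assay system: HEK293 stable line with TRPC4beta plus mu-opioid receptor; schedule: 45 min room-temperature Fluo4 loading, 110 s read; technique: kinetic Fluo4 calcium fluorescence; evaluation: integrated baseline-normalised fluorescence ratio, converted to per-well B score; controls: buffer (low) and maximal DAMGO (high)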
TRPC4 block – inhibitors of mouse TRPC4 channel | Q9QUQ5 | HEK293 TRPC4beta/mu-opioid, DAMGO-evoked Fluo4 calcium flux; active compounds read low | B-score at 10 µM | 0.39% of 300,000 active | AID 2247;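 active = B-score over 3 SD under the library average, no early fluorescence shift, positive overall ratio signal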
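test system = HEK293 cells with stable TRPC4beta plus mu-opioid receptor expression | detection = Fluo4 Ca2+ flux fluorescence | read-out = integrated fluorescence ratio relative to baseline, converted to per-well B score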
aSyn 5UTR inh – 5' untranslated region of α-synuclein, MLPCN primary screen. alpha-synuclein 5'UTR reporter, inhibitor activity. inhibition, % (tested at 7.5 µM). 0.82% of 300,000 active. AID 1813; in the data active = inhibition above about 60%; inconclusive = no clear call, values can overlap the other calls;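 note: H4 neuroglioblastoma cells stably carrying SNCA 5'UTR luciferase fusion; 0% = DMSO wells and 100% = positive control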
TRPC6 activator – mouse TRPC6 channel activation | 0.13% of 310,000 active | HEK293-TRPC6 membrane potential dye fluorescence; active compounds read high | AID 2550 | B-score at 10 µM;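 active = B-score of the integrated fluorescence ratio above library mean plus 3 SD, and starting fluorescence ratio within library mean plus 5 SD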;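 note: higher score means more depolarization so channel activation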
HIF act – HIF pathway transcriptional activation; U2OS HRE-luciferase reporter, luminescence; normalized: DMSO 0%, desferrioxamine 100%; activation, % at 7.5 µM (by protocol); 0.32% of 300,000 active;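 active = mean activation of at least 10% of the iron chelator positive control signal, with at least half of replicates also reaching 10%; inconclusive = mean and replicate majority disagree about reaching 10%; inactive = mean and most replicates under 10%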
The depositor's hits bear a star; i = inactive; u = inconclusive; x = no result given.

SMILES	KLF5 inhibitor	MrgX1 antagonist	TRPC6 inhibitor	TRPC4 PAM	IEC-6 cytotox	SKKanGAS inh	TRPC4 act	TRPC4 block	aSyn 5UTR inh	TRPC6 activator	HIF act
CC1CC(=O)NN=C1c1ccc(N)c([N+](=O)[O-])c1 (stereo unspecified)	-1.0	i	i	i	3.1	-2.3	i	i	15.5	i	-1.3
CCCN1CN(Cc2ccco2)c2nc3ccccc3n2C1	-37.6	i	i	i	4.2	-1.2	i	-6*	-38.1	i	0.9
Cc1ccc(NC(=S)N(CCN2CCOCC2)Cc2ccccc2F)cc1Cl	-43.5	i	i	i	1.6	-3.6	i	i	20.9	i	0.1
Cc1[nH]c(C)c(S(=O)(=O)N(C)Cc2ccccc2)c1C(=O)N1CCCC1	15.2	i	i	i	-3.9	-4.0	i	i	-9.7	i	0.1
CCOc1c(Br)cc(/C=C2\N=C(C)OC2=O)cc1Br	5.0	i	i	i	-2.6	1.9	i	i	-6.6	i	-1.2
S=C(NCCN1CCOCC1)N/N=C/c1cccs1	-45.0	i	i	i	29.8*	-0.1	i	i	6.6	i	-0.1
CCOc1cc2c(cc1OCC)C(C(=O)O)C(c1cc(OC)c(OC)c(OC)c1)N(C)C2=O (stereo unspecified)	-21.6	i	i	i	0.6	-15.7	i	i	-2.3	i	0.4
Cc1cccc(-c2cc3nc(C)c(C)c(NCCCn4ccnc4)n3n2)c1	-32.4	i	-7.37*	i	5.4	-1.5	i	i	4.9	i	0.8
COc1ccc(C2Nc3ccccc3C(=O)N2c2ccccc2)cc1CN1CCOCC1 (stereo unspecified)	-35.7	i	i	i	1.3	x	i	i	-69.8	i	2.1
O/N=C/c1ccc(OCc2ccccc2)c(Br)c1	-106.8	i	i	i	-0.6	0.9	i	i	-142.4	i	2.8
O=C(Nc1cccnc1)c1cc(-c2ccccc2O)on1	-26.7	i	i	i	6.1	-4.1	i	i	-13.5	i	0.2
Cc1ccc(CNC(=O)C2CCCN(S(C)(=O)=O)C2)cc1 (stereo unspecified)	-28.0	i	i	i	-3.3	0.1	i	i	8.1	i	-0.5
O=[N+]([O-])c1ccc(C(O)C(CO)NC(=S)Nc2ccccc2)cc1 (stereo unspecified)	-10.8	i	i	i	-4.5	21.2	i	i	15.0	i	-0.6
O=C(c1ccoc1)N1CCC2(CC1)Oc1ccc(F)cc1C(=O)C21CC(c2ccccc2)=NO1 (stereo unspecified)	x	i	i	i	x	15.5	i	i	-2.2	i	-0.2
CCCCOC(=O)c1ccc(NC(=O)C(=O)NCCN(C)C)cc1	-60.8	i	i	i	7.0	0.6	i	i	-26.1	i	0.7
CC1=C(C(=O)OC(C)C)C(c2coc3ccccc3c2=O)C2=C(CCCC2=O)N1 (stereo unspecified)	-22.2	i	i	i	-5.6	x	i	i	x	i	x
Cc1ccccc1NS(=O)(=O)c1ccc(NC(=O)c2nc3ncccn3n2)cc1	-12.6	i	i	i	2.6	8.4	i	i	-2.1	i	-0.6
Cc1nc2scc(C)n2c(=O)c1S(=O)(=O)NCCc1ccc(Cl)cc1	12.8	i	i	i	1.0	-2.8	i	i	1.6	i	0.6
COC(=O)c1ccc2c(CCO)c[nH]c2c1	-60.3	i	i	i	4.5	-4.7	i	i	-60.1	i	2.4
COC(=O)c1c2c(nc3ccccc13)CCC2	-12.8	i	i	i	3.4	2.2	i	i	5.1	i	-0.4
Cn1ncc(Br)c1C(=O)N1CCCC1	-10.7	i	i	i	-2.9	1.4	i	i	2.5	i	-0.3
OCCSc1nc(N2CCOCC2)nc(N2CCOCC2)n1	1.1	i	i	i	5.9	-1.4	i	i	18.3	i	-0.9
O=C(NCC1CCCO1)c1cc(NS(=O)(=O)c2cccs2)cc(NS(=O)(=O)c2cccs2)c1 (stereo unspecified)	-20.5	i	i	i	1.7	3.8	i	i	-12.4	i	-0.1
CC(=O)Nc1nnc(S(N)(=O)=O)s1	-33.8	i	i	i	-1.6	-2.4	i	i	0.0	i	0.0
Clc1ccc(-c2nnc(SCc3nc4ccccc4s3)o2)cc1	-57.7	i	i	i	0.9	-7.3	i	i	-162.2	i	1.0
SMILES	KLF5 inhibitor	MrgX1 antagonist	TRPC6 inhibitor	TRPC4 PAM	IEC-6 cytotox	SKKanGAS inh	TRPC4 act	TRPC4 block	aSyn 5UTR inh	TRPC6 activator	HIF act
CCCC(=O)Nc1ccc(N2CCN(C(=O)c3cccs3)CC2)cc1	-15.1	i	i	i	3.4	-7.5	i	i	-1.0	i	-0.3
CN(C)CCCn1c(=O)n(C2CCCCC2)c(=O)c2c3c(sc21)CCCCC3	x	i	i	i	x	-10.7	i	i	-31.7	i	-0.1
CCOC(=O)Nc1ccc2c(C)cc(=O)oc2c1	-33.4	i	i	i	3.9	1.3	i	i	-178.0	i	3.3
CCCCn1c(-c2cccs2)nc2nc3ccccc3nc21	3.5	i	i	i	-0.1	21.0	i	i	-54.6	i	0.3
CCc1nc2c(C#N)c(-c3ccc(Cl)cc3)ccn2n1	-43.2	i	i	i	-7.2	9.4	i	i	7.6	i	-1.5
COC(=O)C1C/C(=N\NS(=O)(=O)c2ccc(C)cc2)c2ccccc2C1 (stereo unspecified)	1.4	i	i	i	-4.2	-1.4	i	i	-3.1	i	0.0
CCOc1ccc(NS(=O)(=O)c2ccc(C(=O)NCC3(N4CCCCC4)CCCCC3)cc2)cc1	-18.3	-5.57*	i	i	-2.7	7.2	i	i	-4.2	i	0.1
CCOC(=O)CNC(=O)C(=O)c1c(O)[nH]c2ccccc12	-26.9	i	i	i	-6.1	-5.1	i	i	-17.5	i	-0.4
CCC(Oc1ccccc1)C(=O)NCc1ccc(S(N)(=O)=O)cc1 (stereo unspecified)	-6.4	i	i	i	-0.6	-8.4	i	i	20.8	i	-0.1
O=C(Nc1ccc2c(c1)Cc1ccccc1-2)c1cc2ccccc2o1	-15.0	i	i	i	-0.6	-5.1	i	x	-40.4	i	-0.1
Cc1[nH]c2ccccc2c1C(=O)C(=O)NCCc1ccc(S(N)(=O)=O)cc1	-32.4	i	i	i	-5.1	-2.1	i	i	5.5	i	0.2
O=C(NCc1ccco1)/C(=C/c1cccc([N+](=O)[O-])c1)NC(=O)c1ccco1	6.7	i	i	i	3.3	2.2	i	i	-0.5	i	-5.3
COc1cc(C(=O)NCCNC(=O)c2ccc(C)nc2)cc(OC)c1OC	5.8	i	i	i	-0.1	-0.4	i	i	10.5	i	-0.5
Cc1nnc(N/N=C/c2ccc(-c3ccc(Br)cc3)o2)n1N	-35.9	i	i	i	36.8*	1.8	i	i	-27.9	i	-0.1
CCCCOC(=O)C1=C(C)NC(=O)NC1c1ccc(OC)cc1 (stereo unspecified)	-11.8	i	i	i	-2.7	-14.3	i	i	18.5	i	-6.0
COc1cc(-c2cccs2)cc(=O)c2c(C)oc(C)c12	-23.4	i	i	i	-0.9	5.6	i	i	-9.6	i	0.1
COc1ccc(-c2noc(CCCC(=O)NC3CCCC3)n2)cc1OC	3.4	i	i	i	1.6	1.0	i	i	36.3	i	-0.5
Cc1ccc(S(=O)(=O)CCC(=O)O)cc1C	-14.1	i	i	i	-4.1	0.2	i	i	13.4	i	0.2
COc1ccc2nc(NC(=O)c3cc(C)oc3C)sc2c1	-139.6	i	i	i	-2.1	9.9	i	i	-140.5	i	2.7
CC1(C)C(=O)Nc2ccccc2N1C(=O)COC(=O)CCSc1ccccc1	-6.4	i	i	i	-6.5	-0.5	i	i	8.0	i	-0.2
Cc1ccc(C(=O)NCCCNC(=O)c2cccnc2)cc1	-22.7	i	i	i	0.2	-3.4	i	i	-6.7	i	-0.1
C=CCn1c(O)c(C2=c3ccccc3=NC2=O)c2ccccc21	-11.1	i	i	i	16.3	5.6	i	i	-28.5	i	2.8
Fc1ccc(OCc2nn[nH]n2)c(F)c1	-6.9	i	i	i	3.0	-7.5	i	i	6.0	i	0.6
CC(=C/c1ccc(C(C)C)cc1)/C=N/NC(=O)Cn1nc(C)cc1C	-4.2	i	i	i	-2.2	24.1	i	i	3.2	i	-0.1
O=C(Nc1nnc(Cc2ccccc2F)s1)c1ccccc1Cl	-27.0	i	i	i	0.0	8.4	i	i	-8.5	i	1.1
SMILES	KLF5 inhibitor	MrgX1 antagonist	TRPC6 inhibitor	TRPC4 PAM	IEC-6 cytotox	SKKanGAS inh	TRPC4 act	TRPC4 block	aSyn 5UTR inh	TRPC6 activator	HIF act
Cc1cccc2cc(CN(CCCO)C(=O)Nc3cccc(Cl)c3)c(=O)[nH]c12	-11.4	i	i	i	1.1	-0.9	i	i	24.4	i	-0.1
Cc1c(CCO)c(=O)[nH]n1C(=O)c1ccc(F)cc1	-9.9	i	i	i	0.8	15.5	i	i	-26.3	i	-0.1
c1ccc(COc2ccc(OCCCN3CCCC3)cc2)cc1	-73.5	i	i	i	3.6	4.9	i	i	u	i	-2.2
O=C(C1=C(O)C(=O)N(CCN2CCOCC2)C1c1ccccn1)c1cccs1 (stereo unspecified)	-31.0	i	i	i	6.1	-0.3	i	i	-10.8	i	0.1
Cc1ccsc1C(=O)N1CCN(c2ncc(C(F)(F)F)cc2Cl)CC1	-14.9	i	i	i	11.9	1.8	i	i	4.6	i	-0.2
Cc1ccc(NC(=O)Nc2nc(-c3ccc(C)s3)cs2)cc1	-36.7	i	i	i	-1.2	5.5	i	i	-57.5	i	0.8
CCOc1ccc(NC(=O)CCC(=O)c2ccc(Br)cc2)cc1	-11.9	i	i	i	-0.8	-10.8	i	i	1.5	i	0.8
O=C1N=C(N2CCOCC2)CS1	-17.4	i	i	i	0.1	1.2	i	i	32.0	i	0.1
CNc1nc(Cl)c(SC)c(NCc2ccc(F)cc2)n1	-0.3	i	i	i	0.0	6.5	i	i	29.1	i	-0.1
Cc1cc(NS(=O)(=O)c2ccc(NC(=O)N[C@H](C(=O)O)C(C)C)cc2)no1	-12.7	i	i	i	5.8	-1.0	i	i	-17.5	i	-0.3
COc1cc(OC)c(OC)cc1/C=C1/Cc2ccccc2C1=O	-32.6	i	i	i	2.6	-10.6	i	i	1.7	i	0.6
CCCCCC(=O)Nc1cccc(C2=NOC3(C2)C[C@@H](C(N)=O)N(C(=O)Cc2ccc([N+](=O)[O-])cc2)C3)c1 (stereo partly specified)	x	i	i	i	x	1.0	i	i	18.8	i	0.5
CC(=O)c1cccc(N(CC(=O)Nc2ccccc2C(=O)N2CCCC2)S(C)(=O)=O)c1	-20.6	i	i	i	-3.0	-5.2	i	i	-7.2	i	0.3
